Source: PubChem
GRP78 ERSR act – qHTS for Inducers of the Endoplasmic Reticulum Stress Response (ERSR) in Human Glioma: qHTS | U87-MG GRP78 promoter luciferase reporter, 16 h | Potency, µM, inactives show at the top dose activation, usual class: activators | 420,000 compounds, 0.02% hits; note: potency is the fitted concentration of half-maximal effect; series mostly up to about 76 µM; % of control where 0% means no effect; nearly all actives have a fitted effect of over 35% in size
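Stably transfected U87-MG glioma cells carrying a GRP78-based luciferase sensor; 16 h compound incubation. Luminescence end-point read 10 min after Bright-Glo addition at room temperature.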
Vif-A3F inh – qHTS for Inhibitors of Vif-A3F Interactions: qHTS. HeLa A3F-eYFP + Vif (tagged APOBEC3F with the HIV-1 protein that degrades it), YFP fluorescence increase. Potency, µM (doses to about 46.1 µM), for inactives: at the top dose activity, negative = active. 390,000 compounds, 0.2% hits. AID 602313, 2012; note: potency is the fitted concentration of half-maximal effect; % of control where 0% means no effect; nearly all actives have a fitted effect of over 65% in size
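HeLa cells stably expressing Vif plus C-terminally eYFP-tagged A3F were seeded, incubated overnight at 37 deg C, dosed with compound, incubated overnight again at 37 deg C. Yellow fluorescence (Ex 488/Em 500-530) reported blocked Vif-mediated A3F-eYFP degradation.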
D1 agonist – Allosteric Agonists of the Human D1 Dopamine Receptor: qHTS | activation, % at 2 µM | D(1A) dopamine receptor (Homo sapiens), P21728 | HEK293 T-REx D1 cells, calcium flux, agonist mode | AID 504660, 2011 | 360,000 compounds, 1% hits; in the data active = activation above about 30%; note: 0% is about no effect
Target sequence (P21728 whole entry, looked up): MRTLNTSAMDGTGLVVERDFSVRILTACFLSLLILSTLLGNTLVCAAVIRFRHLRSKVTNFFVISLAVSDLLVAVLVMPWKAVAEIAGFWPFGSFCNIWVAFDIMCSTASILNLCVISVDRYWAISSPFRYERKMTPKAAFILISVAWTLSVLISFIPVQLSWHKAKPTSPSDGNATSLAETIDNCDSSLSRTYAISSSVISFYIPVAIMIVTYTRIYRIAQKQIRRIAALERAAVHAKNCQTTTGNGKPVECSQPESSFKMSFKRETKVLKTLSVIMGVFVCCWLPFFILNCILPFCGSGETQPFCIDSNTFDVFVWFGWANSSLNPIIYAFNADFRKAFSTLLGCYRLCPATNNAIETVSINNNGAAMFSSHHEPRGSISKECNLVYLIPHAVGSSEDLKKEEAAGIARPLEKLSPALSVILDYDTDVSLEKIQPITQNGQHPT
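Agonism was scored from calcium flux recorded over 180 s (1 read/s) after pintool compound addition, following a 10-cycle baseline. Cells were inducible force-coupled HEK293 TREx D1, plated overnight at 30 C and loaded with no-wash calcium dye.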
Vif-APOBEC3G blk – qHTS for Inhibitors of Vif-A3G Interactions: qHTS. HeLa A3G-eYFP + Vif (tagged APOBEC3G with the HIV-1 protein that degrades it), YFP fluorescence, overnight. 410,000 compounds, 0.076% hits. Potency, µM (titrated, usually from 46.1 µM), without a hit: at the highest dose activity, negative = active, actives largely listed as inhibitors;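 note: potency is the fitted concentration of half-maximal effect; % is set by controls: 0 for no effect and ±100 for the full control effect; nearly all actives have a fitted effect of over 60% in size; hits raise eYFP signal because A3G escapes Vif-driven loss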
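HeLa cells stably expressing Vif and C-terminally eYFP-tagged A3G, seeded overnight at 37 deg C, then exposed to compound by pintool overnight at 37 deg C. Rise in yellow fluorescence (Ex 488/Em 500-530, Acumen) marks blocked Vif-driven A3G degradation.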
RXFP1 agonist – qHTS Assay for Agonists of the Relaxin Receptor RXFP1; HEK293T-RXFP1 cAMP TR-FRET, 30 min; response scale: percent of porcine relaxin response, buffer zero; Potency, µM (series often up to 57.5 µM), inactives show top-dose activation, usual class: activators; 370,000 compounds, 0.3% hits; AID 2676, 2010; note: potency is the fitted concentration of half-maximal effect; % is set by controls: 0 for no effect and ±100 for the full control effect; nearly all actives have a fitted effect of over 60% in size; many of its hits are not listed in these tables
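Agonist response is measured as cAMP accumulation in an RXFP1-transfected HEK293T line under PDE4 inhibition. Values are scaled between buffer-only and 29 nM porcine relaxin, and EC50s come from standard Hill equation fits.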
D1 potentiator – Potentiators of Human D1 Dopamine Receptor: qHTS | potentiation, % at 10 µM | HEK293 TREx D1 cells, calcium flux, dopamine EC20 potentiation | 360,000 compounds, 0.036% hits | D(1A) dopamine receptor (Homo sapiens), P21728 | AID 504651, 2011; in the data active = potentiation above about 30%; note: 0% is about no effect
D1 antag – Antagonist of Human D 1 Dopamine Receptor: qHTS; D(1A) dopamine receptor (Homo sapiens), P21728; HEK293 TREx D1 cells, calcium flux, dopamine EC80; stronger effect = lower value; activity change, negative = inhibition, % at 10 µM; 360,000 compounds, 3.2% hits; in the data active = activity change below about -30%; note: % is set by controls: 0 for no effect and ±100 for the full control effect
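Calcium flux readout: force-coupled, inducible Hek293 Trex D1 line, cells induced overnight at 30 C with tetracycline, dye-loaded 30–90 min at RT. Antagonism scored against EC80 dopamine challenge given 180 s after compound.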
D2 PAM – HTS Assay for Positive Allosteric Modulators of the Human D2 Dopamine Receptor: Primary Screen for Potentiators. 340,000 compounds, 0.34% hits. D(2) dopamine receptor (Homo sapiens), P14416. HEK293 T-REx D2, calcium flux, EC20 dopamine potentiation. AID 485347, 2010. potentiation, % at 10 µM;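 active = potentiation over 3 SD above the plate norm, cut at about 30% in these data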; note: 0% is about no effect
Target sequence (P14416 whole entry, looked up): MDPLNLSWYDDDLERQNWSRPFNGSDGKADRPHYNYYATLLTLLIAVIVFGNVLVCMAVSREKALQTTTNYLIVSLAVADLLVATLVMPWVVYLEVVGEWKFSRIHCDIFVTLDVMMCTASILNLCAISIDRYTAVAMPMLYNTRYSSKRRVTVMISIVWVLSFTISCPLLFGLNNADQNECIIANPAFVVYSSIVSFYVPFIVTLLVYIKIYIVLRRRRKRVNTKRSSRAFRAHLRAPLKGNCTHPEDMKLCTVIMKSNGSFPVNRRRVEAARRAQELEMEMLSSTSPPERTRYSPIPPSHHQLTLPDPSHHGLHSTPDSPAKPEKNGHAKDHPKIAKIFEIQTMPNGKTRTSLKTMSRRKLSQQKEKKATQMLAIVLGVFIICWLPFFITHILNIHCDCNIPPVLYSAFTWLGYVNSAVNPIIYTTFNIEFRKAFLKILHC
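Cells plated with tetracycline inducer and held overnight at 30 C; calcium dye loaded 30–90 min at room temperature; baseline taken, compound added and read 180 s; EC20 dopamine then added and read 180 s.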
RXFP1 antagonist – qHTS Assay for Antagonists of the Relaxin Receptor RXFP1; 350,000 compounds, 0.59% hits; activity change, negative = inhibition, % at 57.5 µM; HEK293-RXFP1, relaxin-stimulated cAMP HTRF, 30 min; stronger effect = lower value; Relaxin receptor 1 (Homo sapiens), Q9HBX9; AID 1259400, 2018;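 active = activity change of -60% or lower, but not beyond a set lower limit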; note: % is set by controls: 0 for no effect and ±100 for the full control effect
* marks the source's active call; other numbers are inactive results; . = not tested or not shown. Unless noted, calls come from the whole dose curve; as a rule, active = well fitted curve in the direction sought with a large enough effect; inconclusive = small, poorly fitted or top-dose-only effect, or another doubt; inactive = no such curve, though single readings can be large; an effect the other way counts as inactive or inconclusive. An excerpt. The share of hits here may be higher or lower than overall.

SMILES	GRP78 ERSR act	Vif-A3F inh	D1 agonist	Vif-APOBEC3G blk	RXFP1 agonist	D1 potentiator	D1 antag	D2 PAM	RXFP1 antagonist
CNCC(=O)N1CCN(c2ncc(C(F)(F)F)cc2Cl)CC1	0%	-5%	9	1%	-0.7%	-3	-1	8	2
CNC(=O)c1ccc(Oc2ccc(C(=O)NC)cc2)cc1	-3%	0%	4	-1%	-1.9%	-1	-4	0	-1
O=S(=O)(Nc1ccc2nc(N3CCOCC3)sc2c1)c1ccc(Cl)cc1	-1%	7%	4	1%	-1.1%	1	13	1	-2
CC(C)(C)NC(=S)Nc1ccc(Nc2ccccc2)cc1	4%	-7%	7	-7%	2.6%	-2	-8	-4	-11
Cc1ccc(NS(=O)(=O)c2ccc3c(c2)oc(=O)n3C)cc1F	-2%	8%	3	1%	0.3%	9	-10	-4	5
C=CCn1c(-c2cccn(Cc3cccc(Cl)c3)c2=O)n[nH]c1=S	-1%	-12%	2	1%	-1.0%	-1	-11	7	26
COc1ccc(Cl)cc1NC(=O)C1CCCN(S(=O)(=O)c2ccc3c(c2)CCCC(=O)N3)C1 (configuration not stated)	-3%	3%	9	3%	-3.1%	-2	-17	.	.
Cc1ncsc1CCSc1nc2ccccc2c(=O)n1C	0%	5%	8	1%	2.1%	-8	-7	16	3
O=C(Nc1ccc2nc(SCC(=O)N3CCc4ccccc43)sc2c1)c1cccc(Cl)c1	-2%	-5%	15	1%	0.2%	-2	-1	.	.
O=C(NN1CCN(Cc2ccccc2Cl)CC1)c1ccc(Br)cc1	-2%	9%	0	1%	-2.2%	1	-9	-19	-5
CCSC1=NCCN1C(=O)Cc1ccc(-c2ccccc2)cc1	2%	-3%	4	5%	0.7%	-4	-44*	-7	-2
CCCS(=O)(=O)N1CC(=O)N(c2ccc(C)cc2)C(C)(C(=O)NC2CCCCCC2)C1 (configuration not stated)	-2%	2%	-2	0%	0.7%	0	-1	4	-6
O=C1CCCc2nc3c(cc21)C(O)Oc1ccccc1-3 (configuration not stated)	-5%	3%	0	1%	3.4%	1	-11	2	-15
O=C1NCCCCC1NC1CC(=O)N(c2ccccc2)C1=O (configuration not stated)	0%	-15%	1	0%	1.0%	0	12	.	-21
Cc1cccc(NS(=O)(=O)c2cc(C(=O)NCc3ccccn3)ccc2C)c1	-3%	4%	3	-7%	1.8%	-3	11	10	-3
COc1ccc(OC)c(S(=O)(=O)N(C(C)=O)c2ccc3oc(=O)sc3c2)c1	-5%	-5%	2	2%	1.0%	-9	-3	0	-19
CNC(=O)c1cc(Cl)c(OC)c(OC)c1	-2%	-4%	1	0%	3.3%	-4	12	3	10
O=C(COC(=O)COc1ccc(Cl)cc1)Nc1ccc(F)c([N+](=O)[O-])c1	-6%	-12%	4	-5%	-1.4%	-8	-23	3	-13
Cc1c(NC(=O)CC(O)(C(F)(F)F)C(F)(F)F)c(=O)n(-c2ccccc2)n1C	-1%	-2%	4	3%	0.2%	10	8	-3	11
Cn1nc(-c2ccc(C(=O)O)cc2)c2ccccc2c1=O	-3%	-3%	-1	2%	26%	-5	4	3	-4
CSc1ccc(CNC(=O)c2ccc(NC(=O)C3=CSCCO3)cc2)cc1	0%	-9%	0	0%	-0.1%	2	10	-6	3
CC(=O)NCc1ccc(S(=O)(=O)NC(C(=O)O)C(C)C)cc1 (configuration not stated)	-2%	-4%	1	0%	-0.2%	11	-2	0	-12
COc1ccc(CCNC(=O)COc2ccc3c(c2)OCO3)cc1	-2%	-13%	1	-3%	1.2%	-2	3	0	10
COC(=O)c1ccccc1-n1cccc1C(=O)NP(=O)(N1CCOCC1)N1CCOCC1	3%	-4%	0	3%	0.1%	5	-4	-8	6
CC(=O)NC(=S)c1c(N)n(Cc2ccccc2)c(=O)n(C)c1=O	.	.	1	.	2.6%	-8	-17	-1	.
O=C(CN(C1CCCCC1)S(=O)(=O)c1ccccc1)NCC1CCCO1 (configuration not stated)	-4%	-6%	-1	1%	-5.3%	3	10	-10	-4
CCCC(C(=O)NCC1CCCO1)N(Cc1ccco1)C(=O)CNS(=O)(=O)c1ccccc1 (configuration not stated)	-5%	2%	0	-6%	0.9%	-4	-7	6	1
CCN1c2ccccc2S(=O)(=O)c2ccccc21	-8%	2%	4	-1%	3.2%	-5	5	-1	14
COc1ccc(CSc2nnc(SCc3ccc([N+](=O)[O-])cc3)s2)cc1	-2%	-2%	12	3%	4.3%	-6	-6	-5	-7
Cc1ccc(S(=O)(=O)N2CCOCC2)cc1NC(=O)COC(=O)Cc1ccc(Cl)cc1	-3%	0%	.	0%	.	.	.	.	-4
Nc1cc(=O)[nH]c(SCCSc2cc(Cl)ccc2Cl)n1	-4%	1%	4	-3%	-0.1%	-4	-3	8	-14
O=C(NCc1ccc2c(c1)OCO2)C1CCC(CNS(=O)(=O)c2cccc3nsnc23)CC1 (configuration not stated)	-3%	0%	1	7%	-0.1%	.	-52*	-1	.
c1ccc2sc(NC3=NCN(Cc4ccc5c(c4)OCO5)CN3)nc2c1	3%	-2%	0	1%	2.4%	-7	-2	-6	0
C=CCOc1c(Br)cc(CNc2ccc3[nH]c(=O)[nH]c3c2)cc1OCC	-5%	0%	-1	-10%	0.7%	-4	5	11	-14
O=C(Nc1nc2ccccc2[nH]1)c1ccc(F)cc1	-10%	-1%	2	-5%	1.3%	-3	2	-1	9
COC(=O)c1cn(CC(=O)NCc2ccco2)c2ccccc12	8%	-14%	1	-8%	-1.5%	-4	8	.	-2
Cc1cccn2c(=O)c(/C=C(\C#N)C(=O)NCc3ccco3)c(N3CCCCCC3)nc12	-2%	6%	2	1%	7.8%	-4	-3	-5	0
CCOC(=O)c1ccc(-c2ccc(/C=C(\C#N)C(=O)Nc3ccc(OCC)cc3)o2)cc1	.	.	1	.	0.6%	-2	-5	-2	-3
O=C(C[n+]1cccc(CNC(=O)c2ccc(OC(F)F)cc2)c1)Nc1ccccc1Cl	-6%	-1%	1	0%	0.1%	-2	-32*	-23	-8
CN(CC(=O)Nc1ccccc1C(=O)NC1CC1)Cc1ccc(Cl)cc1	-6%	0%	1	-1%	2.6%	-8	-8	0	1
C[C@@H]1CN([C@@H](C)CO)C(=O)CCCn2nncc2CO[C@H]1CN(C)Cc1ccc(Oc2ccccc2)cc1	0%	-1%	.	0%	.	.	.	.	-6
Cc1scc(C(=O)NNC(=S)NCC2CCCO2)c1C (configuration not stated)	-2%	-2%	1	1%	2.9%	9	3	14	6
COc1ccc(OC)c(S(=O)(=O)n2cccn2)c1	-4%	-8%	2	2%	1.0%	-2	6	-6	1
COC(=O)C(C)(C)NC(=O)c1cccs1	-3%	-1%	1	4%	0.0%	-8	13	5	-14
COc1ccccc1CC(=O)Nc1cccc(C(=O)Nc2nccs2)c1	-4%	4%	3	3%	-0.3%	7	24	-1	2
Cc1nc(SC(C)C(=O)NC2CCCC2)c2ccccc2n1 (configuration not stated)	-2%	6%	2	-3%	0.4%	-1	-2	.	5
CSc1ccc(CN(C)C(C)C(=O)NCC2CCCCC2)cc1 (configuration not stated)	-4%	-21%	11	5%	-1.4%	-8	-8	-12	-33
Cn1c(=O)n(Cc2ccccc2F)c(=O)c2c1nc1n2CCN1Cc1ccco1	-1%	-11%	2	-5%	1.0%	-5	11	6	-9
N/C(=N\OC(=O)c1ccc2ccccc2c1)c1ccccn1	-14%	-13%	1	-6%	0.2%	4	-18	-5	-15
CCCCN(C(=O)CSCc1ccc(C)cc1)c1c(N)n(CCC)c(=O)[nH]c1=O	-4%	-8%	2	0%	-2.2%	-2	0	-4	-4
COc1ccc(C(=O)N(Cc2ccc(N(C)C)cc2)C2CCS(=O)(=O)C2)cc1 (configuration not stated)	-6%	1%	2	-1%	2.6%	2	15	8	-9
O=C(O)CCNC(=O)COc1ccc2c3c(c(=O)oc2c1)CCCC3	-3%	-13%	2	-1%	9.6%	-4	3	2	-8
CC(=O)c1ccccc1Oc1nc(CN2CCOCC2)nc2scc(-c3cccs3)c12	-3%	.	3	-5%	3.5%	-6	2	2	-15
Clc1ccc(-c2nnc3sc(Cc4cccs4)nn23)c(Cl)c1	-2%	-2%	1	-2%	12%	2	3	-1	12
COc1cc2oc(-c3ccc(O)cc3)cc(=O)c2c(OC)c1O	-3%	3%	0	-1%	-3.7%	2	15	17	6
CCc1nc2cc3sc(CC)nc3cc2s1	2%	-1%	2	-10%	3.4%	-2	1	18	-18
O=C(COc1ccc(S(=O)(=O)NC2CCCCC2)cc1)NCC1CCCO1 (configuration not stated)	0%	6%	1	-1%	1.5%	-13	1	1	36

Whole records, looked up by structure. Values in the order: GRP78 ERSR act, Vif-A3F inh, D1 agonist, Vif-APOBEC3G blk, RXFP1 agonist, D1 potentiator, D1 antag, D2 PAM, RXFP1 antagonist
Shown for CC(=O)c1ccccc1Oc1nc(CN2CCOCC2)nc2scc(-c3cccs3)c12 → -3%, ., 3, -5%, 3.5%, -6, 2, 2, -15
Shown for Clc1ccc(-c2nnc3sc(Cc4cccs4)nn23)c(Cl)c1 → -2%, -2%, 1, -2%, 12%, 2, 3, -1, 12
Shown for O=C(O)CCNC(=O)COc1ccc2c3c(c(=O)oc2c1)CCCC3 → -3%, -13%, 2, -1%, 9.6%, -4, 3, 2, -8
Shown for CCCCN(C(=O)CSCc1ccc(C)cc1)c1c(N)n(CCC)c(=O)[nH]c1=O → -4%, -8%, 2, 0%, -2.2%, -2, 0, -4, -4
